# Screening data deposited in PubChem BioAssay by National Center for Advancing Translational Sciences (NCATS).
# Akt phos inh = inhibitors of Akt phosphorylation; activity change, % for hits at 50 µM; Neuro2A IGF-stimulated pAkt S473 HTRF, 20 min; active compounds read low; hit rate 0.32% among 360,000; in the data active means activity change below about -80%; inconclusive means mostly about -51% to -80%; further: on the % scale 0 is the no-effect control and ±100 the full control effect
#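 Neuro2A cells in DMEM with 0.5% FBS, overnight at 37 deg C, given compound at single 50 µM final, then IGF (6 nM final) for 20 min at 37 deg C. Lysed; phospho-Akt Ser473 by HTRF after 24 h, 665/615 ratio.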
# Nrf2 activator = activates Nrf2 signaling. AID 624171. hit rate 0.31% among 410,000. Potency, µM (doses to about 46.1 µM), for the others: at the top dose activation, hits mostly activators. AREc32 ARE-luciferase reporter (MCF7-derived line), luminescence, 24 h; further: potency means the concentration at half of the fitted maximal effect; % of control where 0% means no effect; nearly all actives have a fitted effect of over 65% in size
#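 Steps: seed AREc32_Fluc cells (1000/well, 5% FBS OPTI-MEM); incubate overnight at 37 deg C; add 23 nL compound; incubate 24 hr; add Steady-Glo; hold 30 min RT; read luminescence.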
# TGFb inhibitor = TGF-b pathway inhibition | hit rate 1.2% among 410,000 | Potency, µM (doses to about 46.1 µM), for the others: at the top dose activity, negative = inhibition, hits mostly inhibitors | HepG2 CAGA-GFP TGF-b/SMAD3 reporter, GFP fluorescence, 18 h; TGF-beta stimulated, 500 pg/mL final; further: potency means the concentration at half of the fitted maximal effect; on the % scale 0 is the no-effect control and ±100 the full control effect; nearly all actives have a fitted effect of over 65% in size
#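 Smad-responsive CAGA-GFP expression was quantified in HEPG2 cells exposed to compounds and 500 pg/mL final TGF-beta for 18 h at 37 degrees C; unstimulated wells defined full inhibition.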
# EPAC2 antagonist = EPAC2 (human) antagonism; EPAC2 GEF exchange of Rap1B-BODIPY-GDP, fluorescence; Potency, µM (series often up to 114 µM), for the others: top-dose activity, negative = inhibition, usual class: inhibitors; hit rate 0.18% among 360,000; further: potency means the concentration at half of the fitted maximal effect; on the % scale 0 is the no-effect control and ±100 the full control effect; nearly all actives have a fitted effect of over 45% in size; many of its hits are not listed in these tables
# Target sequence (Q8WZA2 whole entry, looked up): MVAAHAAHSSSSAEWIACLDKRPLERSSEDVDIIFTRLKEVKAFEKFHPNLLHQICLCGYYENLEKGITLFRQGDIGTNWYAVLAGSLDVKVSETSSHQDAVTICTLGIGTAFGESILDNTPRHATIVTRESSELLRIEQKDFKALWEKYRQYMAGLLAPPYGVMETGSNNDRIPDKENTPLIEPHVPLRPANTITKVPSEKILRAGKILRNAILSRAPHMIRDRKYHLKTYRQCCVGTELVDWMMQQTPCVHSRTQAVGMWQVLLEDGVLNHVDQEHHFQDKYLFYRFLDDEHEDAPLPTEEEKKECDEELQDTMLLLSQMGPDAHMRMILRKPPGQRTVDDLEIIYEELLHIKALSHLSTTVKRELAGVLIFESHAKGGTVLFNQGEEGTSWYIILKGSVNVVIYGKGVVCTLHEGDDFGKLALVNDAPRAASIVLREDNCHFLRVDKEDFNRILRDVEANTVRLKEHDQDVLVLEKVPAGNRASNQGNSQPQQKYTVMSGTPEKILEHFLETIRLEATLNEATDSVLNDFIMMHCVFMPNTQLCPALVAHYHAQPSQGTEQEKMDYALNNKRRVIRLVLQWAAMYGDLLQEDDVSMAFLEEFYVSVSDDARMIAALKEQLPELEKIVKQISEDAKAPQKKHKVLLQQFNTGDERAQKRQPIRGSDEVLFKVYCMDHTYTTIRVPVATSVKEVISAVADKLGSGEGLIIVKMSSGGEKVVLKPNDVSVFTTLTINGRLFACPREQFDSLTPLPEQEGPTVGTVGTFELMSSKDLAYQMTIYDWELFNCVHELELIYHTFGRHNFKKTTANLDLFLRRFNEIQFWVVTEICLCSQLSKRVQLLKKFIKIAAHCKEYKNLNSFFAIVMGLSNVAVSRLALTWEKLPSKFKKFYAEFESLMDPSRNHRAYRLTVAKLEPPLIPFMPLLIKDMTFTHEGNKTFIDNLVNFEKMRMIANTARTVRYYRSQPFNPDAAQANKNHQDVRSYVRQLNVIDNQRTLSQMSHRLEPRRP
# CCT chaperon mod = changes cytosolic chaperonin activity; purified chaperonin ATPase assay, HTRF ADP detection, 30 min; hit rate 0.3% among 360,000; activity change, % (concentration not given with the values), hits read low; in the data active means activity change below about -30%; further: on the % scale 0 is the no-effect control and ±100 the full control effect
#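 TRiC at 40 or 20 nM final (batch-dependent) in 30 mM Tris pH 7.4, 100 mM KCl, 5 mM MgCl2, 1 mM DTT, with compound at single 76 uM and 10 uM ATP, 30 min at 37 deg C. ADP detected by HTRF Transcreener, 665/615 ratio.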
# A549 viability = A549 cytotoxicity, counter-screen for Nrf2 inhibitors | A549 ARE-Fluc cells, CellTiter-Fluor viability, 18-24 h | Potency, µM (series often up to 46 µM), inactives show top-dose activity change, negative = cytotoxicity, usual class: inhibitors | hit rate 0.16% among 390,000 | AID 504648; further: potency means the concentration at half of the fitted maximal effect; on the % scale 0 is the no-effect control and ±100 the full control effect
#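 Cytotoxicity counterscreen: CellTiter-Fluor fluorescence was measured in A549 ARE_Fluc cells after 18-24 h of compound exposure in a concentration series. The subsequent BugLite luminescent read reports ARE-luciferase activity.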
# EPAC2 agonist = EPAC2 (human) agonism | Q8WZA2 | EPAC2 activation, biochemical qHTS; response scale: 100% = 6.5 mM cAMP response | Potency, µM (titrated, usually from 154 µM), inactives show top-dose activation, hits mostly activators | hit rate 0.079% among 360,000 | AID 720711; further: potency means the concentration at half of the fitted maximal effect; nearly all actives have a fitted effect of over 50% in size
#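 Compounds were titrated in qHTS against a Rap1B-BODIPY-GDP (250 nM) complex with EPAC2 (100 nM) and GDP (50 uM). BODIPY-GDP release tracked at 480/540 nm over 30 min at room temperature, normalized to 6.5 mM cAMP.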
# Nrf2 block = inhibitors of Nrf2 signaling; Potency, µM (titrated, usually from 46 µM), inactives show at the top dose activity change, negative = inhibition, usual class: inhibitors; A549 ARE-Fluc reporter, luciferase luminescence, 18-24 h; hit rate 2.1% among 360,000; further: potency means the concentration at half of the fitted maximal effect; on the % scale 0 is the no-effect control and ±100 the full control effect; nearly all actives have a fitted effect of over 60% in size
#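 Two sequential reads on A549 ARE_Fluc cells exposed to compound for 18-24 h: a CellTiter-Fluor fluorescence read for viability, then a luciferase luminescence read for Nrf2/ARE activity.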
# Mm-Cpn inhibitor = blocks the Methanococcus maripaludis chaperonin Mm-Cpn | AID 504842 | hit rate 0.031% among 330,000 | purified Mm-Cpn ATPase, ADP Transcreener TR-FRET | Potency, µM (series often up to 76.9 µM), inactives show at the top dose activity, negative = inhibition, actives largely listed as inhibitors; further: potency means the concentration at half of the fitted maximal effect; on the % scale 0 is the no-effect control and ±100 the full control effect; nearly all actives have a fitted effect of over 80% in size
#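 ATPase read-out: TR-FRET ADP immunoassay (anti-ADP Eu cryptate vs ADP-d2), ex 320 nm, em 590/665 nm; signal drops as ADP forms. Enzyme 25 nM, ATP 10 uM, 30 min at 37°C after 10 min compound preincubation.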
# Starred values were filed as active, the others as inactive; i = inactive; ? = inconclusive; / = no result given; [ ] = dose if it differs, or a comment. Unless noted, the call rests on the fitted dose curve; in most records, active means well fitted curve in the direction sought with a large enough effect; inconclusive means small, poorly fitted or top-dose-only effect, or another doubt; inactive means no such curve, though single readings can be large; an effect the other way counts as inactive or inconclusive. Some of the compounds tested; the hit share may differ from the screen's.
# Under each structure – Akt phos inh	Nrf2 activator	TGFb inhibitor	EPAC2 antagonist	CCT chaperon mod	A549 viability	EPAC2 agonist	Nrf2 block	Mm-Cpn inhibitor
1) O=C(Nc1ccc(OC(F)(F)C(F)F)c(NC(=O)c2ccc(F)cc2)c1)c1ccc(F)cc1
  i	1.9%	?	2%	0.3	-7%	-3%	8%	/
2) Cc1cccc(NC(=O)C2CC(=O)OC23CCCCC3)c1 (stereo not drawn)
  i	0.3%	-8%	9%	0.7	-11%	-5%	-10%	-2%
3) COCC(C)n1c(SCC(=O)Nc2ccc3c(c2)OCCO3)nc2ccccc2c1=O (stereo not drawn)
  i	0.3%	15%	0%	0.2	1%	11%	-10%	-1%
4) Cc1oc(-c2cccc(Br)c2)nc1CSc1nc2ncccc2[nH]1
  /	-0.8%	-24%	/	/	1%	/	-12%	/
5) Cc1ccc(NC(=O)COC(=O)Cc2ccsc2)cc1S(=O)(=O)N1CCOCC1
  i	0.2%	?	-3%	-2.4	0%	2%	5%	-1%
6) COc1ccc([N+](=O)[O-])cc1NC(=O)Cc1noc2ccc(C)cc12
  i	2.8%	2%	14%	2.9	0%	-6%	14%	2%
7) CC(C)c1ccc(/C=C/C2=NNC(=O)CC2)cc1
  i	0.2%	14%	-5%	0.6	-2%	-9%	?	0%
8) COc1cccc(-n2nnnc2SCC(=O)Nc2ccc(C(C)=O)cc2)c1
  i	-0.6%	-6%	2%	-0.6	0%	-9%	1%	-2%
9) Cc1ccc(NC(=O)C2CCN(c3cnccn3)CC2)cc1
  i	0.0%	-18%	-1%	-1.2	-2%	0%	-5%	3%
10) O=C(CCCNC(=O)/C(=C/c1ccc(Br)cc1)NC(=O)c1ccccc1)OCc1ccccc1
  i	0.3%	19%	9%	2.2	-1%	-1%	27%	1%
11) CCOC(=O)c1ccc(N2C(=O)c3[nH]nc(-c4ccc(C)cc4)c3C2c2ccc(O)cc2)cc1 (stereo not drawn)
  /	-2.3%	?	/	/	-25%	/	21µM*	/
12) CSc1nc2c(c(=O)[nH]1)C(c1ccc(C(F)(F)F)cc1)CC(=O)N2 (stereo not drawn)
  i	0.0%	8%	7%	-2.4	7%	13%	-12%	-2%
13) S=C(Nc1ccc(Br)cc1Cl)N1CCCC1
  i	0.1%	2%	3%	-0.3	-4%	-2%	?	-3%
14) CCc1c(C)[nH]c2ccccc2c1=O
  i	-0.6%	-9%	15%	1.4	12%	10%	/	1%
15) Cc1cc2c(c(=O)n1Cc1cccnc1)C(c1ccc(F)cc1)C(C#N)=C(N)O2 (stereo not drawn)
  i	-0.5%	-25%	4%	1.6	-2%	-2%	-10%	0%
16) COCCNc1nc(Nc2ccc(C)cc2C)c2sccc2n1
  i	0.7%	?	-5%	-3.5	/	14%	/	/
17) OCCN1CCOCCN(CCO)CCN(CCO)CC1
  i	-0.5%	-8%	-1%	-1.4	2%	-7%	/	0%
18) COc1ccc(S(=O)(=O)N(C)C)cc1NCC(=O)Nc1cccc2ccccc12
  i	0.3%	0%	1%	0.1	-6%	0%	8%	/
19) COC(=O)c1ccc(NC(=O)c2c(-c3ccccc3)c(-c3ccccc3)nn(C)c2=O)cc1
  /	-0.3%	0%	/	/	1%	/	13%	/
20) CCCCCN(C(=O)CCC(=O)OCC(=O)c1ccc(C(C)CC)cc1)c1c(N)n(CCCC)c(=O)[nH]c1=O (stereo not drawn)
  i	5.8%	-6%	-1%	4.2	?	-10%	10µM*	2%
21) CS(=O)(=O)c1ccc(C(=O)OCC(=O)NC(=O)C2CCCCC2)cc1[N+](=O)[O-]
  i	19%	10µM*	14%	-1.5	?	3%	-137%	0%
22) Cc1cc(NCCO)nc(N2CCOCC2)n1
  i	-0.4%	-12%	5%	1.8	-1%	-6%	19%	1%
23) O=C(O)c1cccc(NC(=O)c2cn(-c3ccccc3)nc2-c2ccncc2)c1
  i	-0.4%	16%	42%[activator][57.1 µM]	-1.5	-1%	-6%	?	2%
24) COc1ccc(CNC(=O)CN(Cc2cccs2)C(=O)CCC(=O)Nc2ccccn2)cc1
  i	2.2%	-4%	-2%	-4.4	-2%	16%	-15%	1%
25) O=c1c2cc(F)ccc2[nH]c(=S)n1CCCN1CCOCC1
  i	-0.9%	11%	-7%	-3.4	17%	9%	-1%	-2%
26) COc1ccccc1/C=C/C=C(\C#N)C(=O)NC(C)c1ccccc1 (stereo not drawn)
  i	?	-27%	-2%	-1.2	-3%	20%	-14%	0%
27) COc1ccc(OC)c(NC(=O)CN(C)S(=O)(=O)c2ccc(Cl)cc2)c1
  i	0.0%	4%	-7%	-0.4	-7%	13%	-13%	-13%
28) CCCCn1cnc2c(SCc3ccccc3)nc(N)nc21
  i	5.3%	4%	-11%	-1.2	4%	19%	0%	/
29) O=C1C=C(Nc2ccc(O)cc2)C(=O)c2ccccc21
  i	-2.0%	10µM*	0%	-0.4	-15%	-1%	24%	-8%
30) CCOC(=O)C1=C(CSc2nccn2C)NC(=O)NC1c1cc(C)ccc1C (stereo not drawn)
  i	-0.8%	11%	-4%	-1.5	-12%	14%	-15%	-3%
31) CCOc1ccccc1C1C(C(=O)Nc2ccccc2)=C(C)Nc2c(C(=O)Nc3ccc(F)cc3)cnn21 (stereo not drawn)
  /	6.0%	-14%	/	/	-2%	/	-24%	/
32) CC(NC(=O)c1cccc(C(F)(F)F)c1)C(c1ccccc1)N1CCOCC1 (stereo not drawn)
  i	0.4%	1%	-2%	-16	7%	0%	4%	-2%
33) CN(C)S(=O)(=O)c1ccc2[nH]cc(/C=C/c3nc4ccccc4c(=O)n3-c3ccccc3)c2c1
  i	-0.2%	-9%	1%	-0.8	1%[1.84 µM]	13%	10µM*	-5%
34) COc1ccc(C(CC(=O)NCc2ccccc2)Sc2n[nH]c(-c3ccc(Cl)cc3)n2)cc1 (stereo not drawn)
  i	-0.3%	7%	9%	-5.2	1%	-5%	22%	0%
35) Cc1ccc2c(c1)NC(=O)C(CC(=O)NCCN(CC(C)C)CC(C)C)O2 (stereo not drawn)
  i	-0.4%	-2%	-5%	2.2	4%	-6%	1%	2%
36) COc1ccc(-c2cn(-c3ccc(Cl)cc3)c3[n+]2CCCCC3)cc1
  i	-0.5%	-10%	-6%	-5.6	4%	7%	-10%	0%
37) CC[C@]12c3[nH]c4ccc(OC)cc4c3CCN1C(=O)C(CC(=O)NCCCOC)C[C@@H]2C(=O)N1CCN(C(=O)c2ccco2)CC1 (stereo partly drawn)
  i	0.5%	-1%	-4%	-0.5	-2%	3%	11%	1%
38) Cc1ccc(C(=O)OCC(=O)Nc2ncc(C(F)(F)F)cc2Cl)cc1NC(=O)c1ccco1
  i	0.1%	-18%	23%	-1.4	-7%	-13%	-25%	-1%
39) Cc1sc2ncnc(Oc3ccc(-n4ccnc4)cc3)c2c1C
  i	-0.3%	-5%	1%	0.2	2%	3%	?	0%
40) O=C(c1ccc(F)cc1)N1CCC(c2ccccc2)C1 (stereo not drawn)
  i	1.6%	19%	-18%	-2.4	-4%	6%	?	-1%
41) CCc1ccc(CN(C)C(=O)CCc2nc3ccccc3n(-c3ccc(OC)cc3)c2=O)cc1
  i	2.2%	?	1%	-3.4	-24%	-1%	?	-1%
42) Cc1ccc(-c2cc(C(=O)O)c3ccccc3n2)c(C)c1
  i	-0.5%	-19%	6%	-0.9	-3%	0%	14%	-1%
43) COC(=O)COc1ccc(S(=O)(=O)NCc2cccnc2)cc1
  i	-0.8%	8%	-7%	-4.3	4%	10%	7%	0%
44) COc1ccccc1C(=O)NC(=Nc1nc2ccccc2o1)NC(=O)c1ccccc1OC
  i	14%	-28%	0%	0.6	7%	3%	?	0%
45) COc1ccc(-c2noc(N3CCC(C(=O)Nc4ccccc4Cl)CC3)n2)cc1
  i	-2.1%	-7%	9%	0.7	2%	4%	-7%	-1%
46) COc1ccccc1NS(=O)(=O)c1cccc(NC(=O)NCCCl)c1
  i	0.0%	-8%	-10%	0.1	2%	-5%	5%	3%
47) CC(C)(C)C(=O)NC(=S)N1CCc2ccccc21
  i	3.4%	-7%	5%	-0.9	-2%	14%	0%	0%
48) CN(Cc1ccccc1)c1ncnc2sccc12
  i	3.3%	-27%	-17%	0.2	1%	-1%	16µM*	1%
49) Cc1ccc(S(=O)(=O)N2CCC(C(=O)Nc3ccncc3)CC2)cc1
  i	0.3%	0%	4%	-0.6	-7%	-5%	?	-2%
50) Cn1cc(Br)c(C(=O)N2CCc3ccccc32)n1
  i	0.7%	-3%	-4%	-1.6	-3%	4%	8%	-1%

# Excerpt, compounds 43 to 46
# Under each structure – Akt phos inh	Nrf2 activator	TGFb inhibitor	EPAC2 antagonist	CCT chaperon mod	A549 viability	EPAC2 agonist	Nrf2 block	Mm-Cpn inhibitor
43) COC(=O)COc1ccc(S(=O)(=O)NCc2cccnc2)cc1
  i	-0.8%	8%	-7%	-4.3	4%	10%	7%	0%
44) COc1ccccc1C(=O)NC(=Nc1nc2ccccc2o1)NC(=O)c1ccccc1OC
  i	14%	-28%	0%	0.6	7%	3%	?	0%
45) COc1ccc(-c2noc(N3CCC(C(=O)Nc4ccccc4Cl)CC3)n2)cc1
  i	-2.1%	-7%	9%	0.7	2%	4%	-7%	-1%
46) COc1ccccc1NS(=O)(=O)c1cccc(NC(=O)NCCCl)c1
  i	0.0%	-8%	-10%	0.1	2%	-5%	5%	3%
